Screens: PubChem, The Scripps Research Institute Molecular Screening Center
MITF inh: MITF inhibitors, primary screen, biochemical, AlphaScreen, human; AlphaScreen MITF homodimerization, bead proximity signal; inhibition, % at 2.6 µM; actives 0.91% (n = 650,000); in the data active = inhibition above about 50%;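 note: 0% = vehicle wells with protein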
FBW7 activator: FBW7 E3 ligase activators, primary screen, biochemical, AlphaScreen, human; F-box/WD repeat-containing protein 7 (Homo sapiens), Q969H0; AlphaScreen FBW7–phospho-cyclin E peptide binding, activator screen; normalized activity (activation), % at 26.1 µM; actives 0.13% (n = 650,000); in the data active = normalized activity above about 1.9%;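 note: purified mutant Fbw7 with reduced substrate affinity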
Target sequence (Q969H0 whole entry, looked up): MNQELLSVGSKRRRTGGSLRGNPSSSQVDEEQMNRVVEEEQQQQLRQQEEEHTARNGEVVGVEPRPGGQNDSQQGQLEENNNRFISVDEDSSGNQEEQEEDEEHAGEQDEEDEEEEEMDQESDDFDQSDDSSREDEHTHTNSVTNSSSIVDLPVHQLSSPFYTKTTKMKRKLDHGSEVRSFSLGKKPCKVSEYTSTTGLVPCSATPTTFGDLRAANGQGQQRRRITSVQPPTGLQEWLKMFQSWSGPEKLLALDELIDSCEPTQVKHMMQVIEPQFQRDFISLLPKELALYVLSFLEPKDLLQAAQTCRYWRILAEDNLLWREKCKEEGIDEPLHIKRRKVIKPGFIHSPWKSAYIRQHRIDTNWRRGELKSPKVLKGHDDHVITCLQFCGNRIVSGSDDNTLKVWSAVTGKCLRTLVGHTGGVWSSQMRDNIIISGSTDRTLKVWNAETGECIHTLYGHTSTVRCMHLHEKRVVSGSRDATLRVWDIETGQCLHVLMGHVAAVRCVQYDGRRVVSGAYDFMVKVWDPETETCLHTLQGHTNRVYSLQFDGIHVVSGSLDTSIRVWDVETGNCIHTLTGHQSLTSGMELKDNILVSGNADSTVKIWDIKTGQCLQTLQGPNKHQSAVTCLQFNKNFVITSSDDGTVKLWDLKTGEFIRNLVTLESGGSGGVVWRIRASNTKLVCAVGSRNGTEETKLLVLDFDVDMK
GPR151 activ: activators of human GPR151, primary screen, cell-based, PathHunter beta-arrestin, luminescence; PathHunter beta-arrestin GPR151 cells; G-protein coupled receptor 151 (Homo sapiens), Q8TDV0; actives 1% (n = 650,000); activation, % at 11.2 µM; in the data active = activation above about 4.9%;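 note: 0% = median of compound wells and 100% = cells with positive control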
TEAD-YAP block: TEAD-YAP interaction inhibition, primary screen, TEAD-YAP interaction inhibitor project, luminescence, HEK-TIYL cells. TEAD-Gal4/YAP UAS-luciferase luminescence. inhibition, % at 9.12 µM. actives 1.4% (n = 640,000). AID 1259422, 2018; in the data active = inhibition above about 32%;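 note: 0% = median of test compound wells and 100% = reference inhibitor wells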
* hit, by the source's call.

`COCCN1C(=O)C2C(C(=O)Nc3cc(Cl)cc(Cl)c3)C3C=CC2(O3)C1C(=O)NC1CCCC(C)C1C` (centres undefined) gave MITF inh 2, FBW7 activator 0.1, GPR151 activ -0.6 and TEAD-YAP block 5.
For CN(C)c1ccc(C2C(=O)N(C3CCCCC3)CC(=O)N2Cc2ccccc2)cc1 (centres undefined) the results were MITF inh 4, FBW7 activator -0.1, GPR151 activ 0.5 and TEAD-YAP block 17.
For COC(=O)c1c(N2C(N)=C(C#N)C(c3ccc([N+](=O)[O-])cc3)C3=C2CC(C)(C)CC3=O)sc2c1CCCCC2 (centres undefined) the results were MITF inh 8, FBW7 activator 0.2, GPR151 activ 2.1 and TEAD-YAP block 12.
Screening CC(c1ccccc1)c1cc(C(=O)N2CCCCC2)on1 (centres undefined) returned MITF inh -13, FBW7 activator 0.1, GPR151 activ -0.6 and TEAD-YAP block -24.
For COCCNc1nc(-c2ccccc2F)nc2ccccc12 the results were MITF inh 9, FBW7 activator 0.1, GPR151 activ -0.2 and TEAD-YAP block 24.
For O=C(NC(=S)Nc1ccc2c(c1)OCCO2)c1ccccc1F the results were MITF inh -8, FBW7 activator -0.4, GPR151 activ -1.2 and TEAD-YAP block -27.
Cc1ccc(-c2ccc(C3C(C#N)=C(N)Oc4n[nH]c(C)c43)o2)cc1 (centres undefined) was read as MITF inh 17, FBW7 activator 0.1, GPR151 activ 1.3 and TEAD-YAP block -1.
COc1ccc(NC(=O)C2CCCN(C(=O)Nc3cccc(C)c3)C2)cc1 (centres undefined) was read as MITF inh 11, FBW7 activator 0.2, GPR151 activ 1.4 and TEAD-YAP block 1.
Cc1ccc(OCCNS(=O)(=O)c2ccc(C)c([N+](=O)[O-])c2)cc1 was read as MITF inh -4, FBW7 activator -0.2, GPR151 activ 0.1 and TEAD-YAP block -4.
Screening Cc1cccc(OCC(=O)Nc2ccc3c(c2)N(S(=O)(=O)c2ccc(F)cc2)CCC3)c1 returned MITF inh 15, FBW7 activator -0.1, GPR151 activ 0.9 and TEAD-YAP block 0.
For CCC(Sc1nc2ccccc2s1)C(=O)Nc1ccc(S(N)(=O)=O)cc1 (centres undefined) the results were MITF inh -8, FBW7 activator 0.1, GPR151 activ -0.1 and TEAD-YAP block 1.
`CC[C@@H]1NC(=O)[C@@H]2C[C@H](NC(=O)c3cccc(Cl)c3)CN2C1=O` gave MITF inh -2, FBW7 activator -0.1, GPR151 activ 1.1 and TEAD-YAP block 14.
For CCOCCOC(=O)C1=C(C)N(C)C(=O)NC1c1ccc(Cl)c(Cl)c1 (centres undefined) the results were MITF inh 12, FBW7 activator 0.2, GPR151 activ -1.5 and TEAD-YAP block 0.
O=C(O)c1cc([N+](=O)[O-])c(Br)s1 was read as MITF inh 28, FBW7 activator 0.1, GPR151 activ 2.6 and TEAD-YAP block 8.
O=C1NC(=Nc2ccccc2)S/C1=C/c1ccc(OC(=O)c2ccc(F)cc2)cc1 was read as MITF inh 18, FBW7 activator 0.2, GPR151 activ -1.1 and TEAD-YAP block -1.
COc1ccc(NC(=O)CCc2nc3cccnc3n2-c2ccccc2)c(OC)c1 was read as MITF inh 11, FBW7 activator 0.2, GPR151 activ 0.7 and TEAD-YAP block 5.
`O=C(Cc1ccc(N2CCC(NCCCn3ccnc3)CC2)cc1)N1CCC(O)CC1` gave MITF inh 7, FBW7 activator 0.0, GPR151 activ 0.6 and TEAD-YAP block -7.
CCOC(=O)c1ccc(NC(=O)/C=C/C(=O)O)cc1 was read as MITF inh -13, FBW7 activator -0.1, GPR151 activ 1.6 and TEAD-YAP block -6.
CS(=O)(=O)N(Cc1ccccc1)c1ccccc1 was read as MITF inh 11, FBW7 activator 0.8, GPR151 activ -1.7 and TEAD-YAP block -3.
For COc1cccc(C(=O)Nc2nn(C)c3c2C(c2ccco2)CC(=O)N3)c1OC (centres undefined) the results were MITF inh -8, FBW7 activator 0.0, GPR151 activ 1.4 and TEAD-YAP block 4.
For Cc1nn(-c2ccccc2Cl)c(Cl)c1C=O the results were MITF inh 10, FBW7 activator 0.3, GPR151 activ -0.1 and TEAD-YAP block 5.
COc1cc(NC(=O)C2c3ccccc3Oc3ccccc32)c(OC)cc1Cl was read as MITF inh 6, FBW7 activator -0.1, GPR151 activ 0.3 and TEAD-YAP block 0.
Screening O=C(NC(C(F)(F)F)C(F)(F)F)OC1CCCCC1 returned MITF inh -57, FBW7 activator -0.1, GPR151 activ 0.1 and TEAD-YAP block -2.
For COC(=O)C1=C(C)N(c2ccc(N(C)C)cc2)C(C)=C(C(=O)OC)C1c1ccc(Cl)cc1 the results were MITF inh -2, FBW7 activator 0.2, GPR151 activ -0.6 and TEAD-YAP block -5.
For O=C(Nc1ccc(F)c(F)c1)c1cnc2n(c1=O)CCS2 the results were MITF inh 10, FBW7 activator 0.1, GPR151 activ -1.2 and TEAD-YAP block -3.
For O=C(Oc1ccc2c(=O)c(Oc3ccccc3Cl)coc2c1)C1CCCCC1 the results were MITF inh 3, FBW7 activator 0.2, GPR151 activ -1.3 and TEAD-YAP block 7.
`Cc1cccn2c(CNCCn3cccn3)c(C(=O)N3CCCCC3)nc12` gave MITF inh 10, FBW7 activator 0.0, GPR151 activ -0.1 and TEAD-YAP block -7.
For Cc1cccc(N2C(=O)NC(=O)/C(=C/c3ccc(I)o3)C2=O)c1 the results were MITF inh 58*, FBW7 activator -0.4, GPR151 activ -1.5 and TEAD-YAP block -3.
CCN1/C(=C/c2ccc3cc(C)ccc3[n+]2CC)Sc2ccc(O)cc21 was read as MITF inh 31, FBW7 activator -1.4, GPR151 activ 0.7 and TEAD-YAP block 87*.
`N#CC(C(=O)c1ccco1)c1nc2ccc(C(F)(F)F)cc2s1` (centres undefined) gave MITF inh 14, FBW7 activator 0.5, GPR151 activ -1.6 and TEAD-YAP block -15.
Screening O=C(CSc1nc2cc(C(=O)NCc3ccco3)ccc2c(=O)n1C1CCCCC1)c1ccc(Cl)cc1 returned MITF inh 7, FBW7 activator 0.0, GPR151 activ 0.6 and TEAD-YAP block 3.
Screening CC1(C)CC2CC(C)(CN2C(=O)COC(=O)Cn2[nH]c(=O)c3ccccc3c2=O)C1 (centres undefined) returned MITF inh 11, FBW7 activator 0.1, GPR151 activ -0.9 and TEAD-YAP block -2.
NC(=O)CSc1nc2ccccc2c(=O)n1-c1ccccc1C(F)(F)F was read as MITF inh -9, FBW7 activator 0.0, GPR151 activ -0.2 and TEAD-YAP block 4.
For Cc1ccc(-c2noc(C3CCCN(S(=O)(=O)c4cccc(F)c4)C3)n2)cc1 (centres undefined) the results were MITF inh 11, FBW7 activator 0.0, GPR151 activ 0.9 and TEAD-YAP block -29.
COC(=O)CONC(=O)COc1ccccc1 was read as MITF inh -1, FBW7 activator -0.1, GPR151 activ 1.0 and TEAD-YAP block -1.
Screening CCCC1SC2=NC(c3ccccc3)=C(C(=O)OCC)C(c3c(OC)ccc4ccccc34)N2C1=O (centres undefined) returned MITF inh 11, FBW7 activator 0.9, GPR151 activ 0.2 and TEAD-YAP block 2.
For Cc1noc(C)c1S(=O)(=O)N(C)CC(=O)N1CCc2ccccc21 the results were MITF inh 3, FBW7 activator -0.1, GPR151 activ 0.0 and TEAD-YAP block 1.
`CCc1c(C)sc(N2C(=O)C3C4CCC(O4)C3C2=O)c1C(N)=O` (centres undefined) gave MITF inh 21, FBW7 activator 0.1, GPR151 activ 0.7 and TEAD-YAP block 6.
C#CCN1CCC(O)(c2ccc(F)cc2)CC1 was read as MITF inh -12, FBW7 activator -0.2, GPR151 activ -0.8 and TEAD-YAP block -1.
`COc1ccccc1NC(=O)C1=C(C)Nc2nc(-c3cccs3)nn2C1c1ccccc1` (centres undefined) gave MITF inh 8, FBW7 activator 0.5, GPR151 activ -0.1 and TEAD-YAP block 11.
For COC(=O)c1ccc(/C=C2\SC(=Nc3ccccc3F)NC2=O)cc1 the results were MITF inh -11, FBW7 activator 0.5, GPR151 activ 1.1 and TEAD-YAP block -4.
For CC1CCN(c2cc(NCCC(=O)O)c3c4c(onc24)-c2ccccc2C3=O)CC1 the results were MITF inh 55*, FBW7 activator -0.5, GPR151 activ -1.1 and TEAD-YAP block 31.
`CCOC(=O)c1sc(NC(=O)C(C)Sc2nnc(CNC(=O)c3cccc(C)c3)n2-c2ccccc2OC)c(C(=O)OCC)c1C` (centres undefined) gave MITF inh -4, FBW7 activator -0.1, GPR151 activ 1.2 and TEAD-YAP block 17.
`O=C(Cc1cccc2ccccc12)Nc1nnc(-c2ccccc2)s1` gave MITF inh 1, FBW7 activator 0.2, GPR151 activ 0.9 and TEAD-YAP block -15.
Screening CCN1CCN(C(=O)Cn2c(=O)oc3cc(S(=O)(=O)N4CCCC4)ccc32)CC1 returned MITF inh 5, FBW7 activator -0.1, GPR151 activ -1.1 and TEAD-YAP block 3.

The last 4 records of the section before open the next one.
For CC1CCN(c2cc(NCCC(=O)O)c3c4c(onc24)-c2ccccc2C3=O)CC1 the results were MITF inh 55*, FBW7 activator -0.5, GPR151 activ -1.1 and TEAD-YAP block 31.
`CCOC(=O)c1sc(NC(=O)C(C)Sc2nnc(CNC(=O)c3cccc(C)c3)n2-c2ccccc2OC)c(C(=O)OCC)c1C` (centres undefined) gave MITF inh -4, FBW7 activator -0.1, GPR151 activ 1.2 and TEAD-YAP block 17.
`O=C(Cc1cccc2ccccc12)Nc1nnc(-c2ccccc2)s1` gave MITF inh 1, FBW7 activator 0.2, GPR151 activ 0.9 and TEAD-YAP block -15.
Screening CCN1CCN(C(=O)Cn2c(=O)oc3cc(S(=O)(=O)N4CCCC4)ccc32)CC1 returned MITF inh 5, FBW7 activator -0.1, GPR151 activ -1.1 and TEAD-YAP block 3.
`O=C(CSc1cn(CC(=O)N2CCCC2)c2ccccc12)Nc1ccc(F)cc1` gave MITF inh -2, FBW7 activator -0.1, GPR151 activ -0.3 and TEAD-YAP block 20.
CCN(CC)c1ccc2cc(/C(N)=N/NC(=O)c3ccccc3)c(=O)oc2c1 was read as MITF inh 12, FBW7 activator 0.1, GPR151 activ -0.8 and TEAD-YAP block 0.
Screening CC(C)=C(NC(=O)c1ccccc1)C(=O)Nc1cccc(Br)c1 returned MITF inh -5, FBW7 activator 0.0, GPR151 activ -1.3 and TEAD-YAP block 2.
Cc1noc(C)c1CCC(=O)NCc1nc(NCc2ccccc2F)c2cccc(C)c2n1 was read as MITF inh 14, FBW7 activator 0.0, GPR151 activ -0.9 and TEAD-YAP block 12.
Screening CNc1nc(-c2ccc3c(c2)CCN3S(=O)(=O)c2ccccc2)c(C)s1 returned MITF inh 15, FBW7 activator 0.0, GPR151 activ 0.3 and TEAD-YAP block 9.
For O=C(Nc1nncs1)c1cccnc1Cl the results were MITF inh 0, FBW7 activator 0.0, GPR151 activ 2.7 and TEAD-YAP block 9.
O=C(NCCc1nc(-c2ccccc2)cs1)c1ccccc1 was read as MITF inh -11, FBW7 activator -0.1, GPR151 activ -0.2 and TEAD-YAP block 8.
Screening COc1ccc(-n2c(=S)[nH]c3cc(C(=O)NCc4cccc(Cl)c4)ccc3c2=O)c(OC)c1 returned MITF inh 18, FBW7 activator 0.0, GPR151 activ -1.0 and TEAD-YAP block -2.
COc1cc(C)c(Br)cc1S(=O)(=O)NCC1CCCO1 (centres undefined) was read as MITF inh 6, FBW7 activator 0.0, GPR151 activ 0.5 and TEAD-YAP block 2.
CC(=O)c1cccc(-c2[nH]nc3nc(C4CC4)ccc23)c1 was read as MITF inh -12, FBW7 activator -0.6, GPR151 activ 0.2 and TEAD-YAP block -67.
For CCOC(=O)N1C2=NC(C(=O)OC)=C(C(=O)OC)[C@@H]3N(C)c4ccccc4[C@]23C[C@H]1C(=O)OC the results were MITF inh 12, FBW7 activator 0.1 and GPR151 activ 3.1.
For O=S(=O)(c1cc(Br)ccc1Br)N1CCN(C(c2ccccc2)c2ccccc2)CC1 the results were MITF inh 6, FBW7 activator -0.1, GPR151 activ 0.3 and TEAD-YAP block 7.
Screening CC(=O)C1=NN(c2ccccc2)C(c2cccs2)N1c1ccccc1 (centres undefined) returned MITF inh -15, FBW7 activator 0.8, GPR151 activ -1.1 and TEAD-YAP block 0.
`Cc1nn(-c2ccccc2)c(-n2cccc2)c1C(=O)N1CCCC1` gave MITF inh 9, FBW7 activator -0.1, GPR151 activ -1.4 and TEAD-YAP block -5.

4 compounds already listed, sorted by molecular weight, largest number first:
COc1cc(NC(=O)C2c3ccccc3Oc3ccccc32)c(OC)cc1Cl was read as MITF inh 6, FBW7 activator -0.1, GPR151 activ 0.3 and TEAD-YAP block 0.
Screening CC(C)=C(NC(=O)c1ccccc1)C(=O)Nc1cccc(Br)c1 returned MITF inh -5, FBW7 activator 0.0, GPR151 activ -1.3 and TEAD-YAP block 2.
O=C(NCCc1nc(-c2ccccc2)cs1)c1ccccc1 was read as MITF inh -11, FBW7 activator -0.1, GPR151 activ -0.2 and TEAD-YAP block 8.
For COCCNc1nc(-c2ccccc2F)nc2ccccc12 the results were MITF inh 9, FBW7 activator 0.1, GPR151 activ -0.2 and TEAD-YAP block 24.
